Screening data from PubChem.
ELG1 genotoxic – inducers of genotoxicity in HEK293T ELG1-luciferase cells; HEK293T ELG1-luciferase reporter, luminescence, 16 h; Potency, µM (series often up to 46 µM), for inactives: top-dose activity change, positive = activation, hits mostly activators; actives 1.3% (n = 330,000); AID 504466; further: % of control where 0% means no effect; nearly all actives have a fitted effect of over 60% in size
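After overnight (16 hr) compound treatment at 37 °C, ELG1-luciferase HEK293T cells were lysed with ONE-Glo; luminescence quantified 30 min later at room temperature.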
VP16 counter – inhibits Gal4-VP16 luciferase reporter, ROR gamma counter-screen; Potency, µM (titrated, usually from 53.6 µM), inactives show top-dose activity, negative = inhibition, hits mostly inhibitors; actives 3.5% (n = 310,000); Drosophila S2 Gal4-VP16 UAS-luciferase, luminescence, 20 h;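 further: Gal4-VP16 expression switched on by copper sulfate through the metallothionein promoter; on the % scale 0 is the no-effect control and ±100 the full control effect; nearly all actives have a fitted effect of over 50% in size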
NPC1 prom act – activators of NPC1 promoter; Huh7 NPC1 promoter luciferase reporter, 24 h; Potency, µM (doses to about 9.22 µM), for the others: at the highest dose activation, actives largely listed as activators; actives 2.4% (n = 320,000); AID 485313;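 further: % of control where 0% means no effect; nearly all actives have a fitted effect of over 60% in size; reporter is driven by a mutant NPC1 promoter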
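Quantitative HTS used a cell-based reporter: Huh7 cells stably bearing the NPC1 promoter upstream of luciferase were treated with compounds for 24 h, and promoter activation was read as luminescence.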
uPA generation – cell surface uPA generation inhibition; cell surface uPA generation assay, qHTS; Potency, µM (series often up to 38.3 µM), inactives show at the top dose activity change, negative = inhibition, hits mostly inhibitors; AID 540303; actives 0.31% (n = 330,000); active means well fitted inhibition curve with a large enough effect; inconclusive means small, poorly fitted or top-dose-only effect; inactive means no such curve, though single readings can be large or run the other way; tested in mouse RAW 264.7 cells; further: on the % scale 0 is the no-effect control and ±100 the full control effect; nearly all actives have a fitted effect of over 55% in size
Rab9 prom act – activators of Rab9 promoter. AID 485297. Potency, µM (series often up to 9.22 µM), for inactives: at the highest dose activation, negative = inhibition, hits mostly activators. actives 2.8% (n = 320,000). Huh7 Rab9 promoter-luciferase reporter, luminescence, 24 h; further: % of control where 0% means no effect; nearly all actives have a fitted effect of over 60% in size
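Cell-based reporter: Huh7 stable for Rab9 promoter-driven luciferase, plated in reduced-serum medium with 10% FBS at 1500 cells/well, compound-treated 24 h at 37 °C, luminescence read after 10 min reagent.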
RORg inh – ROR gamma (mouse) transcription inhibition. Drosophila S2 Gal4-RORgamma UAS-luciferase reporter, 20 h. P51450. Potency, µM (titrated, usually from 53.6 µM), for inactives: top-dose activity change, negative = inhibition, hits mostly inhibitors. actives 5.4% (n = 310,000); further: on the % scale 0 is the no-effect control and ±100 the full control effect; nearly all actives have a fitted effect of over 60% in size
Target sequence (P51450 whole entry, looked up, the tested form may be a part): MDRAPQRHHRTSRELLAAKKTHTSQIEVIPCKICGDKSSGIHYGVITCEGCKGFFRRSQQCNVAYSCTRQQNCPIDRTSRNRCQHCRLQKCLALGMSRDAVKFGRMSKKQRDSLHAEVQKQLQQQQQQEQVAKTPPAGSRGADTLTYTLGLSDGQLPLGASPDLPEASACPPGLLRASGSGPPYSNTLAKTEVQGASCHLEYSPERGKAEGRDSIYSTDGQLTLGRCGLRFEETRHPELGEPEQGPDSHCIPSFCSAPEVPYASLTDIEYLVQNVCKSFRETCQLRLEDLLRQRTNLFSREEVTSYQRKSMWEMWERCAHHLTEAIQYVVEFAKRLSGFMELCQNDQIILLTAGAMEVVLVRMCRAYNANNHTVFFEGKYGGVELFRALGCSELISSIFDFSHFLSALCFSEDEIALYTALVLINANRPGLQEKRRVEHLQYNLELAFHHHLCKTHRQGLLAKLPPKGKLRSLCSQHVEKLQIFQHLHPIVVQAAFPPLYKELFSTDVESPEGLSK
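Stable Schneider cell line, Gal4 DNA-binding domain fused to ROR gamma, UAS-luciferase. Cmpd 1 hr RT → CuSO4 700 uM final → 20 hr RT → luciferase reagent 10 min → luminescence.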
MBNL1 CUG block – inhibitors of human MBNL1 binding to CUG repeat RNA | Q9NR56 | TR-FRET MBNL1-His/biotin-(CUG)12 binding, 665/545 ratio | Potency, µM (series often up to 57.5 µM), without a hit: at the top dose activity change, negative = inhibition, most hits filed as inhibitors | actives 0.036% (n = 280,000) | AID 2675; active means well fitted inhibition curve with a large enough effect in the signal ratio, with a control signal flat, not every such curve was filed as active; inconclusive means small, poorly fitted or top-dose-only effect, or effect the other way, or a change in a side signal; inactive means no such curve, though single readings can be large or run the other way; the % refers to the signal ratio; further: on the % scale 0 is the no-effect control and ±100 the full control effect
Target sequence (Q9NR56 whole entry, looked up): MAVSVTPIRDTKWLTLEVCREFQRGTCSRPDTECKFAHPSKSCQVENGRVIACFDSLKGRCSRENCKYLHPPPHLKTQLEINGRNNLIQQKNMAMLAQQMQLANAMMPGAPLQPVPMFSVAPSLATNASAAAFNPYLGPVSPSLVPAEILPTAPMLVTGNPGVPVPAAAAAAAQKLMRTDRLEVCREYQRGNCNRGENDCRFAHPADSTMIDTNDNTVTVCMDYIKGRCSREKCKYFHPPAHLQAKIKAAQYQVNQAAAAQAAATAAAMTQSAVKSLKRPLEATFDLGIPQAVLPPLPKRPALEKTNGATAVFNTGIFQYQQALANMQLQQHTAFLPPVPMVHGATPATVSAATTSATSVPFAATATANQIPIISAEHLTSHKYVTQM
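TR-FRET between His-tagged MBNL1 and biotin-(CUG)12 RNA, detected with Tb anti-His antibody (0.055 ng/ul) and streptavidin-XL665 (5 nM), 60 min at room temperature. Compounds titrated 92 nM to 58 uM; 665/545 nm ratio normalized to buffer and complex controls.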
p53 reactivator – restores transcriptional activity of mutant p53; H1299 p53-A138V BP100-luciferase reporter, luminescence, 24 h; actives 0.063% (n = 320,000); Potency, µM (top dose mostly 92.2 µM), without a hit: at the top dose activity change, positive = activation, actives largely listed as activators; further: % of control where 0% means no effect; nearly all actives have a fitted effect of over 45% in size
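p53-null H1299 cells stably carrying temperature-sensitive p53-A138V and a BP100-luciferase reporter were pinned with compounds (4-point, 1:5 series) and held 24 hrs at 37 deg C. Luminescence was read 10 min after detection reagent.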
FLuc modulator – inhibits or activates purified firefly luciferase, miR-21 counter-screen; Potency, µM (titrated, usually from 57.5 µM), for inactives: at the highest dose activity change, negative = inhibition, actives largely listed as inhibitors; actives 6.9% (n = 360,000); purified FLuc, Km substrates, luminescence inhibition; AID 588342;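 further: plate controls were vehicle for no effect and reference inhibitor for full effect; nearly all actives have a fitted effect of over 55% in size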
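Purified P. pyralis luciferase (10nM final) with 10uM D-luciferin and 10uM ATP (Km levels) in 50mM Tris acetate pH 7.5, 10mM Mg acetate, 0.01% Tween-20, 0.05% BSA; qHTS 6-point titration, ~60 µM downward; luminescence read.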
CXXC DNA block – inhibitors of human MLL CXXC domain-DNA interaction; Q03164; MLL-CXXC / FITC-HOXA9 DNA fluorescence polarization; Potency, µM (series often up to 115 µM), without a hit: at the top dose activity change, negative = inhibition, most hits filed as inhibitors; actives 0.037% (n = 290,000); AID 2662; active means well fitted inhibition curve with a large enough effect in the polarisation, with a control signal flat, not every such curve was filed as active; inconclusive means small, poorly fitted or top-dose-only effect, or effect the other way, or a change in a side signal; inactive means no such curve, though single readings can be large or run the other way; the % refers to the polarisation
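Fluorescence polarization: 7 uM MLL-CXXC (stock) preincubated 5 min with compounds, then 50 nM fluorescein-HOX-A9 DNA (stock) added; 30 min ambient. Buffer 50 mM Tris-HCl pH 7.5, 50 mM NaCl, 1 mM DTT, 0.05% BSA.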
BRCA1 expr up – increases BRCA1 expression; MCF7-BRCA1-FFLuc reporter, luminescence, 48 h; response scale: scaled: vehicle 0%, 10 µM genistein 100%; Potency, µM (doses to about 46.1 µM), for the others: at the top dose activation, most hits filed as activators; actives 1.1% (n = 380,000); AID 624202; further: nearly all actives have a fitted effect of over 80% in size; some results filed as inactive show a strong effect at the top dose
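Activators of BRCA1 expression were detected as increased firefly luciferase luminescence in engineered MCF7 cells after 48 h compound incubation. Signals were scaled to genistein 10 microM as full activation.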
The depositor's hits bear a star; ? = inconclusive; / = not tested or not shown; [ ] = remark or other dose. Unless noted, the call rests on the fitted dose curve; in most records, active means well fitted curve in the direction sought with a large enough effect; inconclusive means small, poorly fitted or top-dose-only effect, or another doubt; inactive means no such curve, though single readings can be large; an effect the other way counts as inactive or inconclusive. Potency means the concentration at half of the fitted maximal effect.

(1) Nc1c2c(nn1-c1ccccc1)CCC2
(2) O=C(Cc1cccs1)N(c1ccccc1)C1C=CS(=O)(=O)C1 (stereo not given)
(3) COc1ccc(CCNC(=O)CSc2nncn2N)cc1OC
(4) CCOC(=O)c1cc(C)sc1NC(=O)c1ccc(Cl)s1
(5) Cc1cc(NC(=O)COc2ccc(N(C)S(=O)(=O)c3ccccc3)cc2)no1

screen / no.,1,2,3,4,5
ELG1 genotoxic,-4%,1%,1%,1%,-3%
VP16 counter,-5%,10%,/,4%,-15%
NPC1 prom act,3%,-4%,0%,-2%,-2%
uPA generation,-6%,-1%,1%,2%,2%
Rab9 prom act,2%,4%,-7%,-4%,4%
RORg inh,-30%,10%,-27%[0.365 µM],-1%,39%
MBNL1 CUG block,-3%,-2%,0%,6%,-2%
p53 reactivator,4%,-1%,1%,-3%,9%
FLuc modulator,-1%,1%,4%,?,0%
CXXC DNA block,-4%,-8%,-3%,3%,-3%
BRCA1 expr up,25%,13%,14%,18%,-24%

(6) COc1nnc(-c2ccc(N3CCCCC3)c(NC(C)=O)c2)c2ccccc12
(7) Oc1ccc2ccccc2c1C=Nc1ccc(N2CCOCC2)cc1
(8) O=C(COc1ccc(Cl)cc1)Nc1cc(NC(=O)COc2ccc(Cl)cc2)cc(C(=O)O)c1
(9) Cc1cc(NCc2ccncc2)ccc1Br
(10) COc1cc2c(cc1OC)C(c1ccc(Br)cc1)N(C(=O)c1ccccc1C(=O)O)CC2 (stereo not given)

screen / no.,6,7,8,9,10
ELG1 genotoxic,-1%,-5%,-4%,-1%,-6%
VP16 counter,21%,?,-3%,3%,-2%
NPC1 prom act,1%,1%,-1%,7%,2%
uPA generation,10%,-4%,7%,1%,-12%
Rab9 prom act,2%,11%,9%,15%,1%
RORg inh,5%,?,?,15%,25%
MBNL1 CUG block,6%,?,1%,-5%,-7%
p53 reactivator,-6%,6%,?,0%,-2%
FLuc modulator,4%,6µM*,-14%,-6%,6%
CXXC DNA block,-1%,?,-27%,0%,-23%
BRCA1 expr up,-24%,0%,12%,-2%,-25%

Brought forward from above: 3 compounds, followed by the next part.
(8) O=C(COc1ccc(Cl)cc1)Nc1cc(NC(=O)COc2ccc(Cl)cc2)cc(C(=O)O)c1
(9) Cc1cc(NCc2ccncc2)ccc1Br
(10) COc1cc2c(cc1OC)C(c1ccc(Br)cc1)N(C(=O)c1ccccc1C(=O)O)CC2 (stereo not given)
(11) N#CCC(=O)Nc1ccc(C(=O)Nc2cccc(S(N)(=O)=O)c2)cc1
(12) CC(C#N)(NC(=O)CN1CCN(S(=O)(=O)c2ccc(Br)cc2Cl)CC1)C1CC1 (stereo not given)
(13) COc1ccc(S(=O)(=O)N(C)c2ccc(C(=O)NCc3ccccn3)cc2)cc1
(14) C=C(C)c1cccc(C(C)(C)NC(=O)N2CCN(C)CC2)c1
(15) O=C(Cn1cnc2c(cnn2-c2ccc(F)cc2)c1=O)N1CCN(c2ccccc2F)CC1

screen / no.,8,9,10,11,12,13,14,15
ELG1 genotoxic,-4%,-1%,-6%,-3%,0%,-6%,-2%,-4%
VP16 counter,-3%,3%,-2%,1%,/,-3%,5%,-12%
NPC1 prom act,-1%,7%,2%,1%,-3%,-1%,-2%,-3%
uPA generation,7%,1%,-12%,3%,-8%,-2%,-1%,/
Rab9 prom act,9%,15%,1%,-5%,1%,6%,-6%,-7%
RORg inh,?,15%,25%,8%,/,1%,-29%,-13%
MBNL1 CUG block,1%,-5%,-7%,-5%,/,5%,0%,6%
p53 reactivator,?,0%,-2%,4%,8%,0%,0%,-6%
FLuc modulator,-14%,-6%,6%,1%,1%,0%,2%,2%
CXXC DNA block,-27%,0%,-23%,7%,/,?,-8%,8%
BRCA1 expr up,12%,-2%,-25%,-10%,-12%,-9%,-13%,-29%

Random excerpt: two compounds from above.
(9) Cc1cc(NCc2ccncc2)ccc1Br
(5) Cc1cc(NC(=O)COc2ccc(N(C)S(=O)(=O)c3ccccc3)cc2)no1

screen / no.,9,5
ELG1 genotoxic,-1%,-3%
VP16 counter,3%,-15%
NPC1 prom act,7%,-2%
uPA generation,1%,2%
Rab9 prom act,15%,4%
RORg inh,15%,39%
MBNL1 CUG block,-5%,-2%
p53 reactivator,0%,9%
FLuc modulator,-6%,0%
CXXC DNA block,0%,-3%
BRCA1 expr up,-2%,-24%

Further compounds.
Each structure is followed by: ELG1 genotoxic | VP16 counter | NPC1 prom act | uPA generation | Rab9 prom act | RORg inh | MBNL1 CUG block | p53 reactivator | FLuc modulator | CXXC DNA block | BRCA1 expr up
16: CCOc1ncccc1C(=O)Nc1cc(S(=O)(=O)N2CCCCC2)ccc1OC
  -3% | / | -2% | -4% | -4% | / | / | 0% | 5% | / | -14%
17: OCCCNc1cc(-c2ccccc2)nc2cc(-c3ccc(F)cc3)nn12
  -6% | 6% | -5% | 8% | 8% | 20%[1.91 µM] | -6% | / | ? | 5% | 20%
18: CC1CC(C)CN(CCCNC(=O)CCNC(=O)Cn2ccc3ccccc3c2=O)C1 (stereo not given)
  3% | 1% | 0% | 1% | 10% | -12% | -7% | 0% | 2% | 8% | 8%
19: CCC(C)(C)N(C(=O)CCC(=O)Nc1cc(C)on1)C(C(=O)NC(C)(C)C)c1ccc(OC)cc1 (stereo not given)
  -4% | 4% | -4% | 2% | -3% | 42% | -3% | 4% | 2% | 5% | -12%
20: Cc1cccc(C)c1NC1=C(Cl)C(=O)OC1OC(C)C (stereo not given)
  1% | 10% | 0% | -5% | 1% | 37% | / | -5% | 2% | -4% | -11%
21: CC(CC(=O)NC1CCCC1)c1ccccc1 (stereo not given)
  4% | -2% | -3% | 1% | -5% | 8% | -3% | 7% | 6% | -3% | 2%
22: O=C(CC(=O)Nc1ccc(Cl)cc1Cl)Nc1ccc(Cl)cc1Cl
  -4% | -9% | -1% | 7% | -3% | -17% | -8% | 12% | 2% | -2% | -30%
23: Cc1ccc(S(=O)(=O)CCCS(=O)(=O)c2ccc(C)cc2)cc1
  1% | -2% | -7% | 4% | 0% | 11% | -10% | 3% | 5% | -2% | -2%
24: O=C(NCCS(=O)(=O)c1ccc(Br)cc1)c1ccccc1
  0% | 4% | -4% | 0% | 2% | -8% | 4% | -18% | 0% | 5% | 14%
25: CN(C)S(=O)(=O)c1cccc(NC(=O)COC(=O)CCC(=O)c2cccs2)c1
  5% | -7% | -7% | 4% | 0% | 17% | 0% | -1% | -12% | 4% | -12%
26: COc1cc([N+](=O)[O-])ccc1NC(=O)C[n+]1cccc(C(C)=O)c1
  0% | -10% | 1% | 6% | -3% | -7% | ? | 2% | 1% | ? | -5%
27: CCCCNC(=O)CSc1nnc(Cc2ccc(Cl)c(Cl)c2)c(=O)[nH]1
  1% | 6% | -4% | -2% | 1% | 2% | -2% | -1% | -2% | -11% | 0%
28: CCCOc1cccc(C2/C(=C(/O)c3ccc4c(c3)CC(C)O4)C(=O)C(=O)N2CCN2CCOCC2)c1 (stereo not given)
  0% | -4% | -4% | -1% | -6% | 1% | 34%[activator] | -3% | 1% | ? | 0%
29: CCOC(=O)CCNC(=O)CNC(=O)OCc1ccccc1
  2% | 1% | -2% | 5% | -5% | -3% | 2% | -1% | 4% | 7% | -8%
30: COc1cccc(-c2c(C(=O)N/N=C(\C)c3ccncc3)nnn2-c2nonc2N)c1
  -6% | 16% | -2% | 21% | -1% | 7% | 12% | -13% | -2% | -1% | -5%
31: CC(=O)Nc1ccc(C(=O)Nc2nc(-c3cccnc3)cs2)cc1
  -2% | 0% | -1% | 2% | 1% | -33% | -9% | 1% | ? | -5% | -29%
32: CC(NC(=O)CSc1nc(=O)cc(N)n1CCc1ccccc1)c1ccccc1 (stereo not given)
  -1% | -6% | 2% | -4% | 0% | -23% | -10% | 0% | -3% | 5% | -14%
33: Nn1c(SCC(=O)Nc2nc3ccccc3s2)nncc1=O
  -1% | -2% | 5% | -3% | 10% | 32µM* | 9% | 18% | -6% | 20% | 1%
34: CCC(C)NC(=O)c1ccc(Cl)c(S(=O)(=O)Nc2ccccc2N2CCOCC2)c1 (stereo not given)
  1% | / | -3% | -3% | -2% | / | / | -16% | 8% | / | -6%
35: COc1ccc(C(=O)NCCS(=O)(=O)N2CCN(Cc3ccccc3)CC2)cc1
  -1% | / | -2% | -6% | 0% | / | / | 3% | 1% | / | -11%

Only part of the results is shown; the hit share may differ from the screen's.
